Source: PubChem BioAssay (Johns Hopkins Ion Channel Center)
MrgX1 PAM: human MrgX1 positive allosteric modulation, primary screen; Q96LB2; B-score at 10 µM; 0.63% of 310,000 active; AID 588675; MrgX1-HEK293, Fluo-4 calcium flux, FDSS; stronger effect = higher value;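 active = plate-corrected calcium response at least 3 library SD above typical, normal starting fluorescence, not activating the receptor alone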;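 note: compound read alongside a low EC10 to EC30 dose of BAM8-22 agonist; peak minus trough fluorescence over baseline measured at the second addition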
Target sequence (Q96LB2 whole entry, looked up): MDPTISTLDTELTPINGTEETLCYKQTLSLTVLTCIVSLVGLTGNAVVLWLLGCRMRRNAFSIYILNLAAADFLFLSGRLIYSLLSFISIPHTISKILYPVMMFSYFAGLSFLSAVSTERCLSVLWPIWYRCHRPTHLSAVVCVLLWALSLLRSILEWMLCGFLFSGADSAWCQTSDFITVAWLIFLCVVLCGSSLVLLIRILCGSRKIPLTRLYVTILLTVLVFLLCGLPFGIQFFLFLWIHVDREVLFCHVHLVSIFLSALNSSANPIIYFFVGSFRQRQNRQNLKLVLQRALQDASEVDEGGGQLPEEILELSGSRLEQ
RGS4 pot: potentiators or activators of RGS4; 0.92% of 310,000 active; B-score at 10 µM; AID 463111; HEK293 M3R/inducible RGS4, carbachol calcium flux Fluo4; stronger effect = lower value;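 active = B-score of the integrated calcium signal more than 4 SD below the library mean, with starting fluorescence not abnormally high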;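 note: negative B-score means reduced calcium response which marks RGS4 activation or potentiation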
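test system = HEK293 cells with stable M3R and inducible RGS4 | schedule = recording 10 s baseline at 1 Hz, 100 s post-agonist | technique = Fluo4-AM (2 µM) calcium-flux fluorescence, kinetic read | measure = Agonist-evoked peak-minus-minimum fluorescence over baseline, integrated ratio, B score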
hERG protect: compounds protecting human hERG from proarrhythmic drug block | Q12809 | CHO-hERG, FluxOR thallium flux, dofetilide IC70 present | activation (rescue from dofetilide block), less the hit threshold, % at 10 µM | 0.51% of 310,000 active;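 active = activation above the mean of controls blocked by dofetilide plus 5 SD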;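 note: thallium influx through hERG after potassium depolarization seen as dye fluorescence rise; in these data hits start at about 4.7%; inactives centre near -7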
KCNQ1 act: potentiates or activates the human KCNQ1 potassium channel | P51787 | CHO-K1 KCNQ1, thallium flux FluxOR fluorescence; stronger effect = higher value | B-score at 10 µM | 0.35% of 310,000 active;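 active = fluorescence ratio B-score, a plate-corrected score, at least three library SD, with initial intensity B-score within 5 SD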
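System: CHO-K1 cells stably expressing KCNQ1 / Medium: assay buffer for compound exposure, DMSO matched across wells / Reagent: thallium- and potassium-containing depolarizing buffer / Compound: one concentration, matched DMSO / Incubation: 20 min compound pretreatment at room temperature / Measured by: kinetic FluxOR fluorescence, 10 s baseline plus 110 s post-stimulus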
ANO1 block: mouse TMEM16A channel inhibition, primary screen; Q8BHY3; normalized B-score (activity score, 25-100; higher = stronger inhibition) at 10 µM; HEK293 TMEM16A/YFP iodide influx fluorescence, ionomycin; 1.2% of 310,000 active;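 active = ratio plate-corrected score three or more library SD toward inhibition, starting fluorescence score within five deviations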;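 note: score derived from kinetic fluorescence span divided by baseline fluorescence per well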
RGS4 inh: inhibitors of human RGS4 | AID 463165 | B-score at 10 µM | 0.45% of 310,000 active | HEK293 M3R/RGS4 inducible, Fluo-4 calcium flux; stronger effect = higher value; triggered by carbachol at its EC20 | P49798;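 active = B-score, a plate-corrected calcium signal, over three deviations above library mean, with baseline fluorescence within five deviations of library mean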;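 note: RGS4 expression induced by doxycycline in cells with stable M3 receptor; B-score is computed from the integrated fluorescence ratio over baseline after carbachol; higher B-score means a larger calcium signal and so more RGS4 inhibition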
Target sequence (P49798 whole entry, looked up): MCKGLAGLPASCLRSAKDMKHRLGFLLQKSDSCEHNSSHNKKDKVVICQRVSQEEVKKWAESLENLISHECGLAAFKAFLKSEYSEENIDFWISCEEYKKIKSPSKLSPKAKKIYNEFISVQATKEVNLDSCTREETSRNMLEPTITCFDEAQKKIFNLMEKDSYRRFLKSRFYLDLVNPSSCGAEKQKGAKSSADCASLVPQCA
TMEM16A act: mouse TMEM16A channel activation, primary screen; 0.3% of 340,000 active; B-score at 10 µM; HEK293 TMEM16A/YFP-H148Q/I152L, iodide quench fluorescence; stronger effect = lower value;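 active = fluorescence-ratio B-score plate-corrected deviation score at least 3 library SD below zero, with starting fluorescence score within 5 deviations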;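 note: channel opened by trigger with iodide after compound preincubation; score built on the fluorescence ratio of max minus min over baseline; more negative score means more quench and so TMEM16A activation or potentiation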
KCNQ1 inh: human KCNQ1 channel inhibition; CHO-K1 KCNQ1, FluxOR thallium flux fluorescence; stronger effect = higher value; B-score at 10 µM; 1.3% of 310,000 active; AID 2642;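 active = compounds whose thallium flux B-score, printed positive for inhibition, exceeds three library SD while starting fluorescence stays within three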;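 note: channel opened by potassium depolarization with thallium stimulus after 20 min compound exposure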
MrgX1 ag: human MrgX1 receptor agonism, primary screen; MrgX1-HEK293 cells, Fluo-4 calcium fluorescence, agonist mode; stronger effect = higher value; B-score at 10 µM; 0.44% of 310,000 active;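 active = calcium response B-score plate-corrected fluorescence ratio at least 3 library SD, with starting fluorescence B-score inside 5 SD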
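Material – MrgX1-expressing HEK293 cells · Input – 15,000 cells seeded per well · Dosing – compound as first of three additions · Times – overnight seeding, then 1 h dark dye loading · Measured by – kinetic Fluo-4 NW fluorescence of intracellular calcium · Read-out – B-scored fluorescence response ratio · Benchmarks – positive and negative control wells on each plate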
KCNK9 inh: human KCNK9 channel inhibition. Q9NPC2. HEK293 KCNK9, FluxOR thallium flux fluorescence; stronger effect = lower value. B-score at 10 µM. 1.2% of 310,000 active. AID 488922;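 active = ratio B-score over 3 SD below the library mean, with starting fluorescence within 5 SD of its mean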;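 note: negative B-score means less thallium flux so channel inhibition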
Target sequence (Q9NPC2 whole entry, looked up): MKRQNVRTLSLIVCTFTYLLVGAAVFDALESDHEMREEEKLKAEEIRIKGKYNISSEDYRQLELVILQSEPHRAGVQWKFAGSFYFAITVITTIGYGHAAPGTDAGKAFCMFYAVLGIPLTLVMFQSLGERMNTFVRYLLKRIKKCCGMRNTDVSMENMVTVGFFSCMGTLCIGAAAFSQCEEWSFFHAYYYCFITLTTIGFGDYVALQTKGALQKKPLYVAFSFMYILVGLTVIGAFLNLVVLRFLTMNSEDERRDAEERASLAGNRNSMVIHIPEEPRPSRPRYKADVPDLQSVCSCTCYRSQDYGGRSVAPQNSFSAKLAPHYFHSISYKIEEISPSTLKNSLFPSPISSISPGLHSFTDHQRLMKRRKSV
KCNK3 block: human KCNK3 channel inhibition, primary screen | AID 602410 | CHO-KCNK3 thallium flux, FluxOR fluorescence; stronger effect = lower value | B-score at 10 µM | 0.84% of 340,000 active;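 active = B-score under library mean minus 4 SD, starting fluorescence ratio at most library mean plus 5 SD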;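 note: more negative B-score means stronger inhibition of thallium flux through KCNK3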
An asterisk follows results filed as active; i = inactive; / = no result given; & = joins results of further samples.

Every second line gives: MrgX1 PAM, RGS4 pot, hERG protect, KCNQ1 act, ANO1 block, RGS4 inh, TMEM16A act, KCNQ1 inh, MrgX1 ag, KCNK9 inh, KCNK3 block
1. O=[N+]([O-])c1ccc(OCCN2CCCCCC2)cc1
 : i, i, -5, i, i, i, i, i, i, i, i
2. CC(=O)N1N=C(c2ccc(Cl)cc2)OC12CCCC2
 : i, i, -13, i, i, i, i, i, i, i, i
3. Cn1c(SCc2nc3ccccc3[nH]2)nnc1-c1cnccn1
 : i, i, -10, i, i, i, i, i, i, i, i
4. CCOC(=O)C(=CNc1cc(C(F)(F)F)ccc1N1CCOCC1)C(=O)OCC
 : i, i, -12, i, i, i, i, i, i, i, i
5. CCCNC(=O)c1cn(CC)c2cc(N3CCN(C(=O)c4ccco4)CC3)c(F)cc2c1=O
 : i, i, -15, i, i, i, i, i, i, i, i
6. CCOc1ccc(C(=O)NC2CC(=O)N(c3ccc4c(c3)OCCO4)C2)cc1 (stereo not drawn)
 : i, i, -11, i, i, i, i, i, i, i, i
7. COc1cc([N+](=O)[O-])ccc1-c1ccc(/C=N\n2cnnc2)o1
 : i, i, -5, i, i, i, i, i, i, i, i
8. Cc1cc(C)n(C(=O)CCCn2nc(C)c([N+](=O)[O-])c2C)n1
 : i, i, -11, i, i, i, i, i, i, i, i
9. COc1ccc(C(CCN2CCN(c3ccccc3)CC2)c2c(O)cc(OC)cc2OC)cc1 (stereo not drawn)
 : i, i, -13, i, i, i, i, i, i, i, i
10. CCCCCCc1cc2cc(-c3nnc(-c4cc(OC)c(OC)c(OC)c4)o3)c(=O)oc2cc1O
 : i, i, -10, i, i, i, /, 15*, 80*, i, /
11. COc1ccc(C2Nc3ccccc3C(=O)N2Cc2ccco2)cc1CN1C(=O)c2ccccc2C1=O (stereo not drawn)
 : i, i, -10&-5, i, i, i, i, i, i, i, i
12. COc1cc(/C=N/Nc2nc(Nc3ccccc3)nc(-n3nc(C)cc3C)n2)cc(OC)c1OC
 : i, i, -31, i, i, i, i, 8*, i, -9.4*, i
13. CCc1ccc2oc(C(=O)Nc3ccc(S(N)(=O)=O)cc3)c(C)c2c1
 : i, i, 1, i, i, i, i, i, i, i, i
14. COc1cccc(N2CCN(S(=O)(=O)c3cccc4cccnc34)CC2)c1
 : i, i, -6, i, i, i, i, i, i, i, i
15. Cc1cc(Cl)ccc1OCC(O)CN1C(C)CCCC1C (stereo not drawn)
 : i, i, -7, i, i, i, /, i, i, i, /
16. COc1ccc(-c2c(C)nc(N)nc2-c2ccc(OC)cc2O)cc1
 : i, i, -10, i, i, i, /, i, i, i, i
17. Cc1ccc(/C=N/NC(=O)c2nnn(-c3nonc3N)c2CSc2ccc(Cl)cc2)o1
 : i, i, -4, i, i, i, i, i, i, i, i
18. CC(Nc1nc2ncn(Cc3ccccc3)c2c(=O)[nH]1)C(=O)O (stereo not drawn)
 : i, i, -7, i, i, i, i, i, i, i, i
19. CC(C)CN(C(=O)Cn1nnc(-c2ccc(F)cc2)n1)C1CCS(=O)(=O)C1 (stereo not drawn)
 : i, i, -9, i, i, i, i, i, i, i, i
20. COc1cccc(CNC(=O)C2CCN(S(=O)(=O)c3ccc(-n4cnnn4)cc3)CC2)c1
 : i, i, 0, i, i, i, i, i, i, i, i
21. Cc1cc(Cl)ccc1OCC(=O)N1CCCN(C(=O)COc2ccc(Cl)cc2C)CC1
 : i, i, -14, i, i, i, i, i, i, i, i
22. COCc1cc(C)nc(OCC(=O)N/N=C/c2ccccc2O)c1C#N
 : i, i, -8, i, i, i, i, i, i, i, i
23. Cc1ccccc1Nc1nc(N)nc(CSc2nnnn2C)n1
 : i, i, -4, i, i, i, i, i, i, i, i
24. CCOc1ccc(NC(=O)N2CCN(CC)CC2)cc1
 : i, i, -15, i, i, i, i, i, i, i, i
25. CC(C)c1ccc(OCC(=O)NCc2n[nH]c(=O)c3ccccc23)cc1
 : i, i, -12, i, i, i, i, i, i, i, i
26. COc1ccc(S(=O)(=O)N2CCN(C(=O)CNC(=O)c3ccc4c(c3)OCO4)CC2)cc1
 : i, i, 0, i, i, i, i, i, i, i, i
27. COCCn1c(SCC(=O)N2CCCC(C)C2)nnc1-c1ccco1 (stereo not drawn)
 : i, i, -12, i, i, i, i, i, i, i, i
28. CN(Cc1ccccc1)C(=O)CN(C)S(=O)(=O)c1ccc(F)cc1
 : i, i, -9, i, i, i, i, i, i, i, i
29. CCC(C)(C)NC(=O)C(c1ccc(OC)cc1)N(CC1CCCO1)C(=O)CCC(=O)Nc1cc(C)on1 (stereo not drawn)
 : i, i, -7, i, i, i, i, i, i, i, i
30. COC(=O)c1ccccc1NC(=S)N1CCN(C2CCCCC2)CC1
 : i, i, -9, i, i, i, i, i, i, i, i
31. Cc1ccc(N2CCN(C(=O)CCc3nc4ccccc4[nH]3)CC2)c(C)c1
 : i, i, -11, i, i, i, i, i, i, i, i
32. Cc1ccc(C2C(C#N)=C(N)N(c3cccnc3)C3=C2C(=O)CCC3)c(C)c1 (stereo not drawn)
 : i, i, -9, i, i, i, i, i, i, i, i
33. CC(C)(C)c1ccc(C(=O)NCCn2c(N)c(C#N)c3nc4ccccc4nc32)cc1
 : i, i, -11, i, i, i, i, i, i, i, i
34. Cc1ccc(NC(=O)C2C(=O)N(C)c3ccccc32)cc1 (stereo not drawn)
 : i, i, -10, i, i, i, i, i, i, i, i
35. Cc1c(Cl)cccc1NC(=S)NCC1COc2ccccc2O1 (stereo not drawn)
 : i, i, -9, i, i, i, i, i, i, i, -8.9*
36. Cn1cnnc1SCc1ccccc1Br
 : i, i, -7, i, i, i, i, i, i, i, i
37. CCCCc1cc2c(cc1NC(=O)CN1CCCCC1)OCCO2
 : i, i, -6, i, i, i, i, i, i, i, i
38. COC(=O)c1c(NC(=O)c2ccco2)sc2c1CCC2
 : i, i, -6, i, i, i, i, i, i, i, i
39. O=C(COc1ccccc1)NC(=S)Nc1ccc2c(c1)Cc1ccccc1-2
 : i, i, 3, i, i, i, i, i, i, i, i
40. FCCCOc1ccc(/C=N/OCc2c(Cl)cccc2Cl)cc1
 : i, i, -7, i, i, i, i, i, i, i, i
41. CC(C)(C)OC(=O)n1cc(C(=O)c2ccccc2O)cn1
 : i, i, -2, i, i, i, i, i, i, i, i
42. Cn1c(NC2CCCCC2)c(N=O)c(=O)n(C)c1=O
 : i, i, -17, i, i, i, i, i, i, i, i
43. O=Cc1c(N2CCN(c3ccccc3)CC2)nc2ccccn2c1=O
 : i, i, -6, i, i, i, i, i, i, i, i
44. Cc1cccnc1NC(=O)c1cccc(S(=O)(=O)NCc2ccccc2)c1
 : i, i, -11, i, i, i, i, i, i, i, i
45. Cn1c2ccccc2c(=O)c2cc(C#Cc3ccccn3)ccc21
 : i, i, -6, i, i, i, i, i, i, i, i
46. COC(=O)c1ccc(NC(=S)NC2CC2)cc1
 : i, i, -14, i, i, i, i, i, i, i, i
47. COc1ccc(OC(=O)Nc2ccc([N+](=O)[O-])cc2OC)cc1
 : i, i, -2, i, i, i, i, i, i, i, i
48. COC(=O)c1sc(N)c(C(=O)OC)c1COC(=O)CNS(=O)(=O)c1cccc(C#N)c1
 : i, i, -7, i, i, i, i, i, i, i, i
49. O=C(COc1ccc(Br)cc1)Nc1ccc([N+](=O)[O-])cn1
 : i, i, -3, i, i, i, i, i, i, i, i
50. COCCNC(=O)C(c1ccco1)N(Cc1ccc(OC)cc1)C(=O)Cn1nnc2ccccc21 (stereo not drawn)
 : i, i, -4, i, i, i, i, i, i, i, i
51. O=[N+]([O-])c1ccc(C(O)C23CN4CN(CN(C4)C2)C3)cc1 (stereo not drawn)
 : i, i, -16, i, i, i, i, i, i, i, i
52. C#CCOCCOCCOCCNc1nc(N2CCN(C(=O)CCCCCCCCCCNC(=O)[C@H](CCCCN)n3cc(C[C@@H](C)CC)nn3)CC2)nc(N2CCN(C(=O)CCCCCCCCCCNC(=O)[C@H](CCCCN)n3cc(C[C@@H](C)CC)nn3)CC2)n1
 : i, /, /, /, 25*, /, -22*, /, 89*, /, i
53. CCOC(=O)CSc1nc2c(c(=O)n(C)c(=O)n2C)n1Cc1ccccc1F
 : i, i, -8, i, i, i, i, i, i, i, i
54. CCC(=O)c1ccc(OCC(=O)OCC(=O)c2cc(C)n(CC3CCCO3)c2C)cc1 (stereo not drawn)
 : i, i, -16, i, i, i, i, i, i, i, i
55. COc1ccc(-n2c(=S)[nH]c3cc(C(=O)NCCCN4CCCC4=O)ccc3c2=O)c(OC)c1
 : i, i, -15, i, i, i, i, i, i, i, i
56. O=C(Nc1cccc(C(=O)O)c1)/C(=C\c1ccccc1)NC(=O)c1ccccc1Cl
 : i, i, -4, i, i, i, i, i, i, i, i
57. Cc1cc(N(CCO)CCO)ccc1C(c1ccc(N(CCO)CCO)cc1C)c1ccccc1Cl
 : i, i, -5, i, i, 6*, i, i, i, i, i
58. CCCNC(=O)NC(=O)COc1ccc(-c2ccc(C#N)cc2)cc1
 : i, i, -8, i, i, i, i, i, i, i, i
59. O=c1c2cnn(-c3ccccc3)c2ncn1Cc1ccccc1F
 : i, i, -5, i, i, i, i, i, i, i, i
60. COc1ccc(S(=O)(=O)NC(CC(=O)NC2CCCC2)c2ccco2)cc1 (stereo not drawn)
 : i, i, -7, i, i, i, i, i, i, i, i

Next results:
Every second line gives: MrgX1 PAM, RGS4 pot, hERG protect, KCNQ1 act, ANO1 block, RGS4 inh, TMEM16A act, KCNQ1 inh, MrgX1 ag, KCNK9 inh, KCNK3 block
61. NC(=O)CSc1nnc(Cn2c(=O)sc3ccccc32)n1-c1cccc(Cl)c1
 : i, i, -12, i, 25*, i, i, i, i, i, i
62. CC(C)Oc1snc(Cl)c1C(N)=O
 : i, i, -9, i, i, i, i, i, i, i, i
63. COC(=O)C(Cc1ccccc1)NC(=O)c1cc(=O)[nH]c2ccccc12 (stereo not drawn)
 : i, i, -3, i, i, i, i, i, i, i, i
64. COc1ccc(-c2nn(CC(=O)NCCc3ccccc3)c(=S)n2C)cc1
 : i, i, -8, i, i, i, i, i, i, i, i
65. CCCCOc1ccc(C(=O)Nc2cc(C)c(OCC(=O)N3CCOCC3)c(C)c2)cc1
 : i, i, -10, i, i, i, i, i, i, i, i
